Giardia killer: Giardia lamblia killing | Giardia lamblia trophozoite viability | activity change, % at 7.66 µM, hits read low | actives 0.15% (n = 340,000); in the data active means activity change below about -80%; inconclusive means between about -30% and that limit;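 further: parasites exposed to compound for two days anaerobically before the ATP read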
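Media and compound were dispensed first, then trophozoites at 100 cells/well; plates sat 48 hrs at 37 deg C without oxygen before ATP luminescence reagent was added and read after 15-30 min at room temperature.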
B2AR arrestin: beta2AR (human) beta-arrestin recruitment activity; P07550; beta-arrestin recruitment to beta2AR, cell-based reporter; Potency, µM (series often up to 46.1 µM), for the others: top-dose activation, hits mostly activators; actives 0.02% (n = 330,000); AID 492947;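 further: potency means the concentration at half of the fitted maximal effect; 0% = DMSO controls and full agonism = EC100 isoproterenol or metaproterenol; nearly all actives have a fitted effect of over 65% in size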
Target sequence (P07550 whole entry, looked up): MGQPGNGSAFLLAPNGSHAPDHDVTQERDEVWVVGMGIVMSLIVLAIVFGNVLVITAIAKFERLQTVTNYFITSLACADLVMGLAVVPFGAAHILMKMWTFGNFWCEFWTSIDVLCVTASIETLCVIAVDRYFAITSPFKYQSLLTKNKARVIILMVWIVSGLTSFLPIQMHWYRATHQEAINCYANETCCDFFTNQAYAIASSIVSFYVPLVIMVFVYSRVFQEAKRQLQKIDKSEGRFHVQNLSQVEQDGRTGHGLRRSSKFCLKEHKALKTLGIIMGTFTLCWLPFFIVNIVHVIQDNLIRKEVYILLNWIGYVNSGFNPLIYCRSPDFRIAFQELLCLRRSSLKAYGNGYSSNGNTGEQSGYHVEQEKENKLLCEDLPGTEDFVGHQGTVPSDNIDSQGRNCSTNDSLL
KCNH2 WT inh: KCNH2 (human, wildtype) channel inhibition. Q12809. U2OS, BacMam KCNH2, thallium flux FluxOr; stronger effect = lower value. activity change, % at 1.84 µM. actives 0.37% (n = 340,000). AID 720551;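 active means maximum activity change below -70%; inconclusive means maximum activity change between -70% and -50%; inactive means maximum activity change above -50%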
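U2OS cells were transduced with wild-type KCNH2 virus (2.03 x 10^8 / mL) for 4 h at room temperature, then cultured overnight at 37 C. Thallium flux was read with FluxOr dye. Rate constants were normalized to DMSO controls.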
PKM2 activator: PKM2 (human) enzyme activation. actives 0.34% (n = 260,000). Potency, µM (highest dose often 57.5 µM), inactives show at the top dose activation, usual class: activators. P14618. AID 1631. purified PKM2, Kinase-Glo ATP luminescence, activation; response scale: 0% is enzyme alone, no compound; further: potency means the concentration at half of the fitted maximal effect; nearly all actives have a fitted effect of over 55% in size
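Purified hPK-M2 (>95% pure) converted ADP (0.1 mM final) to ATP with 0.5 mM PEP in 50 mM imidazole pH7.2, KCl, MgCl2, Tween 20, BSA; 1 h at room temperature. ATP detected by Kinase-Glo luminescence.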
USP2a block: blocks human ubiquitin-specific protease USP2a; actives 0.01% (n = 330,000); Potency, µM (series often up to 38.3 µM), without a hit: top-dose activity change, negative = inhibition, usual class: inhibitors; AID 463254; USP2 core, Ub-CHOP2 coupled fluorogenic reporter, 485/531; O75604;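 further: potency means the concentration at half of the fitted maximal effect; plate controls were DMSO wells for no effect and full inhibition by NEM control for full effect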
Target sequence (O75604 whole entry, looked up): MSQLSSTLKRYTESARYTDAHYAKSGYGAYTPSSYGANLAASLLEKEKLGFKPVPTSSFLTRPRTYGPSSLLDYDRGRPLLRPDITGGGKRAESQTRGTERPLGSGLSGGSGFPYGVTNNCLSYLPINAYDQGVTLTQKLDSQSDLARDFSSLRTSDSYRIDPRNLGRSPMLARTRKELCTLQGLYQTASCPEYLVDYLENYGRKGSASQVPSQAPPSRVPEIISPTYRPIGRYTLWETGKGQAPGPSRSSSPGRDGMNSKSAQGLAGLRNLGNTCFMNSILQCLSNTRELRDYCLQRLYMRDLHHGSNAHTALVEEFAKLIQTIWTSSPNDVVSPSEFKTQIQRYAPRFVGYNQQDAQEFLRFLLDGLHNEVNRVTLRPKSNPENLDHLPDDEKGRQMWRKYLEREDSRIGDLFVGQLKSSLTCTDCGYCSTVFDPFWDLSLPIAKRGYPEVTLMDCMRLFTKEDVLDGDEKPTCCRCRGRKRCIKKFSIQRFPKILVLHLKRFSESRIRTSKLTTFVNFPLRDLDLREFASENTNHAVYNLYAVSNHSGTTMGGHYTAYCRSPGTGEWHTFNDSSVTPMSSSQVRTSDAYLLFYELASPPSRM
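USP2 core (10nM final) preincubated 30min RT with compound in 20mM Tris-HCl pH 8.0, 2mM CaCl2, 2mM beta-mercaptoethanol, 0.05% CHAPS; 25nM Ub-CHOP2 plus 25nM reporter substrate added, fluorescence (Ex485/Em531) read after 60min.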
Chronic BCR inh: chronic active BCR signaling inhibition; AID 493014; actives 0.05% (n = 340,000); Potency, µM (highest dose often 46.1 µM), for the others: at the top dose ratio change, negative = lower green/red ratio, usual class: inhibitors; ABC-DLBCL IkBa-CBG/CBR reporter, luminescence ratio, 4 h; active means well fitted inhibition curve with a large enough effect in the signal ratio, with a control signal flat, not every such curve was filed as active; inconclusive means small, poorly fitted or top-dose-only effect, or effect the other way, or a change in a side signal; the % refers to the signal ratio;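 further: potency means the concentration at half of the fitted maximal effect; plate controls were basal doxycycline-induced cells for no effect and cells given 10 µM MG132 for full effect; MG132 reads +100%, hits lower the ratio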
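TMD8 ABC-DLBCL cells carrying doxycycline-inducible green luciferase fused to IkappaBalpha plus unfused red luciferase were exposed to compounds (up to 46 uM) for 4 hrs at 37C. Activity came from the overlap-corrected green/red luminescence ratio.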
Eya2 inh: blocks the phosphatase activity of human Eya2 | actives 0.006% (n = 330,000) | O00167 | Potency, µM (highest dose often 76.9 µM), without a hit: top-dose activity, negative = inhibition, actives largely listed as inhibitors | recombinant Eya2, OMFP fluorescence dephosphorylation (OMFP is methylfluorescein phosphate) | AID 488837; further: potency means the concentration at half of the fitted maximal effect
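Eya2 protein (added as 0.2 uM solution) was preincubated with compound for 10 min at ambient temperature in 50 mM HEPES pH 7.5, 50 mM NaCl, 5 uM MgCl2, 0.05% BSA, 1 mM DTT. OMFP (added at 50 uM) then reacted 10 min; fluorescence read at 485/525 nm.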
uPA surface inh: blocks generation of uPA at the cell surface. actives 0.31% (n = 330,000). cell surface uPA generation assay, qHTS. Potency, µM (highest dose often 38.3 µM), inactives show at the top dose activity change, negative = inhibition, actives largely listed as inhibitors; active means well fitted inhibition curve with a large enough effect; inconclusive means small, poorly fitted or top-dose-only effect; inactive means no such curve, though single readings can be large or run the other way; tested in mouse RAW 264.7 cells; further: potency means the concentration at half of the fitted maximal effect; nearly all actives have a fitted effect of over 55% in size
KCNH2 3.1 inh: inhibitors of human KCNH2 3.1 potassium channel isoform | U2OS KCNH2 3.1, thallium flux FluxOr; stronger effect = lower value | activity change, % (tested at about 1.8 µM) | actives 0.95% (n = 340,000);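 active means maximum activity change below -70%; inconclusive means maximum activity change from -70% to -50%; inactive means maximum activity change above -50%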;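 further: thallium influx rate constant from kinetic fluorescence after stimulation buffer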
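We transduce U2OS cells with the mutant 3.1 virus, culture them overnight, load FluxOr with Red40 quencher for 45 min, then add stimulation buffer and read kinetically for 2 min to derive a normalized rate constant.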
FBPA coupling cs: coupling enzyme interference in Giardia aldolase counter-screen. activity change, negative = inhibition, % at 58.2 µM, hits read low. actives 0.67% (n = 290,000). coupling enzyme system counterscreen, AmpLite Red fluorescence; in the data active means activity change below about -30%
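Fluorescence at 525 nm excitation and 598 nm emission measured inhibition of the coupled detection system without aldolase. Compounds (at 57.5 uM final) were preincubated 10 min at room temperature with coupling enzyme reagent before a 20 min substrate/AmpLite Red step.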
GALK inhibitor: blocks human galactokinase activity | Purified GALK, Kinase-Glo residual ATP luminescence | actives 0.007% (n = 270,000) | P51570 | AID 1868 | Potency, µM (top dose mostly 57.5 µM), for inactives: at the highest dose activity change, negative = inhibition, most hits filed as inhibitors; further: potency means the concentration at half of the fitted maximal effect
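Human GALK (5 nM) with 35 uM ATP and 100 uM galactose in 20 mM HEPES pH 8.0, 5 mM MgCl2, 60 mM NaCl, 1 mM DTT, 0.01% BSA. After 1 h at room temperature, leftover ATP was read by Kinase-Glo Plus luminescence.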
An asterisk follows results filed as active; ? = inconclusive; nt = no result given. Unless noted, the call rests on the fitted dose curve; in most records, active means well fitted curve in the direction sought with a large enough effect; inconclusive means small, poorly fitted or top-dose-only effect, or another doubt; inactive means no such curve, though single readings can be large; an effect the other way counts as inactive or inconclusive. Unless noted, on the % scale 0 is the no-effect control and ±100 the full control effect.

#1 Cn1c(CCNC(=O)c2cc(COc3ccc(F)c(F)c3)on2)nc2ccccc21
#2 COc1ccc(S(=O)(=O)N2CCC(n3cnc4cc(C(F)(F)F)ccc43)CC2)cc1
#3 Cc1cc(-n2c(C)cc(C(=O)CN3C(=O)NC4(CCCCC4C)C3=O)c2C)no1 (configuration not stated)
#4 COc1ccccc1N1CCN(CCc2n[nH]c(=S)n2-c2ccccc2)CC1
#5 CC(C)COC(=O)Nc1ccc(C(=O)O)cc1
#6 CC(C)Oc1ccc(-c2nc(NCC3CCCO3)c3ccccc3n2)cc1 (configuration not stated)
#7 COc1ccc(C)cc1C(=O)C1CC(C(=O)O)C(C)(C)C1C (configuration not stated)
#8 CC(C)=CCC/C(C)=C/CNC(=O)C[C@H]1C[C@H](C(=O)N(C(C)C)C(C)C)[C@@]2(C)c3[nH]c4cc(CCC(=O)N(C)C)ccc4c3CCN2C1=O
#9 O=C(CCc1nc2sc3c(c2c(=O)[nH]1)CCCC3)Nc1ccccc1Cl
#10 O=C(NC1(C(F)(F)F)NC(=O)N(C2CCCCC2)C1=O)c1ccco1 (configuration not stated)

Assay by compound | 1 | 2 | 3 | 4 | 5 | 6 | 7 | 8 | 9 | 10
KCNH2 3.1 inh | -39 | -86* | -2 | -8 | 16 | -21 | nt | -8 | 14 | 3
FBPA coupling cs | nt | 2 | 2 | -2 | 6 | -4 | 4 | nt | nt | 4
USP2a block | -1% | -3% | 1% | 0% | -1% | -2% | 2% | -8% | 0% | 0%
uPA surface inh | -1% | 4% | 10% | nt | nt | 0% | 0% | ? | 3% | nt
Eya2 inh | -7% | 4% | -3% | 8% | 6% | 5% | 9% | -31% | -20% | 1%
B2AR arrestin | -0.5% | -0.2% | -0.1% | -0.5% | 0.0% | -0.2% | 0.3% | -0.5% | 0.2% | -0.3%
Giardia killer | 4 | -1 | 13 | 9 | -11 | 1 | -9 | 18 | 27 | -21
GALK inhibitor | -6% | 4% | 7% | -3% | -3% | -2% | 1% | nt | nt | -2%
Chronic BCR inh | -6% | ? | ? | ? | ? | ? | ? | ? | 5% | 11%
KCNH2 WT inh | -5 | -87* | -7 | -19 | -1 | 6 | 1 | -8 | -2 | 10
PKM2 activator | 9% | 18% | -2% | -7% | -3% | -3% | 6% | nt | nt | 3%

#11 CCCS(=O)(=O)N1CCCC(C(=O)NCCc2ccc(OC)c(OC)c2)C1 (configuration not stated)
#12 COc1ccc(CCNC(=O)CN2C(=O)NC(CCSC)C2=O)cc1 (configuration not stated)
#13 COc1ccc(OC)c(S(=O)(=O)N2CCN(CC(O)COc3ccccc3)CC2)c1 (configuration not stated)
#14 Cc1ccccc1C(=O)NC=C1C(=O)OC(C)(C)OC1=O
#15 COc1cccc(-c2nc(CS(=O)CC(=O)NCCCOC(C)C)c(C)o2)c1 (configuration not stated)
#16 O=C(c1ccco1)N1CCN(C(=S)Nc2cc(F)cc(F)c2)CC1
#17 COC(=O)C(C)Sc1nnc(Cc2cc(=O)[nH]c(=O)[nH]2)n1-c1ccc(Cl)cc1 (configuration not stated)
#18 CC[C@@H]1C=C(C(=O)O)[C@H](c2ccc(C)cc2)N1S(=O)(=O)c1ccc(C)cc1
#19 Cc1cc(C)c(S(C)(=O)=O)c(S(=O)c2ccc(Cl)cc2)n1 (configuration not stated)
#20 C[C@H](NC(=O)N1CCn2c1nc1ccccc12)C(=O)NCc1ccccc1

Assay by compound | 11 | 12 | 13 | 14 | 15 | 16 | 17 | 18 | 19 | 20
KCNH2 3.1 inh | -4 | 17 | -1 | 7 | 3 | 4 | nt | -2 | 7 | 0
FBPA coupling cs | 3 | 0 | 0 | 1 | -2 | 4 | 4 | nt | 5 | nt
USP2a block | 2% | 2% | -6% | -1% | 6% | 1% | 1% | 5% | -3% | 1%
uPA surface inh | -4% | 0% | 6% | -1% | -1% | -3% | nt | -7% | 1% | 4%
Eya2 inh | -3% | 6% | 7% | 6% | -11% | 7% | 13% | -3% | 2% | 8%
B2AR arrestin | -0.2% | 0.2% | -0.6% | 0.0% | 0.1% | 0.0% | 0.2% | -1.0% | -1.6% | 0.5%
Giardia killer | 0 | 2 | 8 | 5 | -8 | -20 | nt | -2 | -19 | 28
GALK inhibitor | -1% | 5% | 16% | -2% | -1% | 6% | 2% | nt | 1% | 9%
Chronic BCR inh | ? | 1% | -4% | 2% | ? | -1% | 3% | 1% | -16% | -10%
KCNH2 WT inh | -12 | -3 | 15 | 1 | -1 | 41 | nt | 2 | -6 | -1
PKM2 activator | 6% | 7% | -7% | -14% | 3% | 0% | -3% | nt | -6% | nt

#21 CSc1nnnn1CCn1nnnc1SC
#22 Cc1sc2ncnc(N/N=C/c3ccccc3O)c2c1C
#23 O=C(c1cccc(S(=O)(=O)N2CCCC2)c1)N1CCCc2ccccc21
#24 Nc1ccc(S(=O)(=O)NC2(C(F)(F)F)NC(=O)N(c3ccccc3Cl)C2=O)cc1 (configuration not stated)
#25 CCOc1ccc(NCCC(=O)c2ccc3c(c2)OCO3)cc1
#26 O=C(COc1ccccc1)Nc1nnc(COc2ccccc2)s1
#27 O=C(Nc1cccc(Cl)c1)C1CCCN(S(=O)(=O)c2cnc[nH]2)C1 (configuration not stated)
#28 Cc1cc(C(F)(F)F)nn2cnnc12
#29 Nc1nc(SCC(=O)Nc2cccnc2Cl)n[nH]1
#30 c1ccc2c(c1)[nH]c1c(N3CCSCC3)ncnc12
#31 O=C(O)CN(c1ccccc1F)S(=O)(=O)c1ccccc1

Assay by compound | 21 | 22 | 23 | 24 | 25 | 26 | 27 | 28 | 29 | 30 | 31
KCNH2 3.1 inh | -9 | 4 | -6 | -9 | -3 | -7 | 1 | 4 | -4 | 5 | 13
FBPA coupling cs | 3 | 3 | 4 | 5 | -20 | nt | -2 | 0 | 0 | 2 | 2
USP2a block | 0% | 0% | -1% | 1% | 4% | 1% | 0% | 1% | 2% | -2% | 1%
uPA surface inh | -1% | -8% | -1% | -1% | -23% | -1% | 0% | 3% | -4% | -7% | 2%
Eya2 inh | 15% | -19% | -17% | 3% | 3% | -1% | -1% | -2% | -15% | -3% | -1%
B2AR arrestin | -0.1% | 0.0% | -0.2% | 0.0% | 0.3% | 0.2% | 0.1% | -0.6% | 3.0% | -0.1% | -0.5%
Giardia killer | 12 | 7 | 11 | -12 | -12 | 3 | 8 | -10 | 8 | 2 | 6
GALK inhibitor | -1% | 2% | 8% | 1% | 1% | -2% | 2% | 0% | -2% | 0% | -1%
Chronic BCR inh | 5% | ? | 3% | 1% | ? | -6% | 4% | 0% | 1% | 0% | -5%
KCNH2 WT inh | -243* | -3 | -6 | 9 | -6 | -22 | -16 | -9 | nt | -8 | 0
PKM2 activator | 0% | -1% | 0% | -2% | 14% | 1% | 16% | -2% | 18% | 17% | -3%

Structural class: the compounds so far with a Cl atom (six)
#9 O=C(CCc1nc2sc3c(c2c(=O)[nH]1)CCCC3)Nc1ccccc1Cl
#17 COC(=O)C(C)Sc1nnc(Cc2cc(=O)[nH]c(=O)[nH]2)n1-c1ccc(Cl)cc1 (configuration not stated)
#19 Cc1cc(C)c(S(C)(=O)=O)c(S(=O)c2ccc(Cl)cc2)n1 (configuration not stated)
#24 Nc1ccc(S(=O)(=O)NC2(C(F)(F)F)NC(=O)N(c3ccccc3Cl)C2=O)cc1 (configuration not stated)
#27 O=C(Nc1cccc(Cl)c1)C1CCCN(S(=O)(=O)c2cnc[nH]2)C1 (configuration not stated)
#29 Nc1nc(SCC(=O)Nc2cccnc2Cl)n[nH]1

Assay by compound | 9 | 17 | 19 | 24 | 27 | 29
KCNH2 3.1 inh | 14 | nt | 7 | -9 | 1 | -4
FBPA coupling cs | nt | 4 | 5 | 5 | -2 | 0
USP2a block | 0% | 1% | -3% | 1% | 0% | 2%
uPA surface inh | 3% | nt | 1% | -1% | 0% | -4%
Eya2 inh | -20% | 13% | 2% | 3% | -1% | -15%
B2AR arrestin | 0.2% | 0.2% | -1.6% | 0.0% | 0.1% | 3.0%
Giardia killer | 27 | nt | -19 | -12 | 8 | 8
GALK inhibitor | nt | 2% | 1% | 1% | 2% | -2%
Chronic BCR inh | 5% | 3% | -16% | 1% | 4% | 1%
KCNH2 WT inh | -2 | nt | -6 | 9 | -16 | nt
PKM2 activator | nt | -3% | -6% | -2% | 16% | 18%
